HTR1A agonist: agonists of human 5-HT1a serotonin receptor; P08908; CHO 5-HT1a Ga15 NFAT-bla reporter, FRET ratio; 0% basal, 100% maximal reference agonist; activation, % at 10 µM; actives 0.56% (n = 65,000); AID 567;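 active = activation above the screen-wide mean activation plus 3 SD, cut at about 19% in these data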;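 note: 0% = DMSO wells and 100% = 5-CT at EC100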
D1 mod: allosteric modulators of human D1 dopamine receptor; P21728; HEK293 D1, CRE-luciferase, dopamine EC30 potentiation; actives deviate in either direction; B-score at 10 µM; actives 5.9% (n = 58,000); AID 641;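 active = luminescence count or its row- and column-corrected plate score outside the 99.7% band of the plate's sample wells, on either side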
S1P1 ag pot: activates or potentiates agonism at human S1P1 receptor; P21453; S1P1 CRE-bla cells, forskolin, beta-lactamase FRET, potentiator mode; S1P1 agonist co-added at EC20, 2 nM; 100% = saturating reference agonist, 0% = basal; activation, % at 9.5 µM; actives 0.57% (n = 56,000); AID 449;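 active = activation above a cutoff set at the mean activation of all tested compounds plus 3 SD, cut at about 54% in these data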;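 note: forskolin at 4 µM as EC80 and the EC20 agonist is SEW2871; 100% = SEW2871 at its EC100 plus forskolin at EC80; some compounds past the cut are filed as inactive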
Target sequence (P21453 whole entry, looked up): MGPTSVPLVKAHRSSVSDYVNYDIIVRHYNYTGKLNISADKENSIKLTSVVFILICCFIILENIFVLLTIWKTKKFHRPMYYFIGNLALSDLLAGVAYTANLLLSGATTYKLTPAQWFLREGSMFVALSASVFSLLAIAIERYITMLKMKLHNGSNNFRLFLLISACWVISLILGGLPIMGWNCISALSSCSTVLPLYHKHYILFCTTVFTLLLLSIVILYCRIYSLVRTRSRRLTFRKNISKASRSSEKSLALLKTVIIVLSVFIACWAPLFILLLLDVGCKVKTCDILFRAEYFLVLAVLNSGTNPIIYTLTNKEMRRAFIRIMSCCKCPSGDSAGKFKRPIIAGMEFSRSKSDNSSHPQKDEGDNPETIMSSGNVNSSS
HTR1E antagonist: blocks the human 5-HT1E serotonin receptor; inhibition, % at 6 µM; P28566; CHO 5-HT1E Ga15 NFAT-bla reporter, FRET, antagonist; actives 0.99% (n = 65,000);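 active = inhibition above a set limit, the mean inhibition across every tested compound plus 3 SD, cut at about 29% in these data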;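 note: signal is the 460 over 535 nm emission ratio of beta-lactamase substrate; 0% = agonist plus DMSO wells and 100% = wells without agonist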
S1P3 agonist: S1P3 (human) receptor agonism | Q99500 | S1P3 NFAT-BLA reporter cells, FRET ratio; relative to 1 µM S1P, basal subtracted | activation, % at 4.5 µM | actives 0.1% (n = 60,000);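 active = activation above the screen-wide mean plus 3 SD, cut at about 4.5% in these data, passing the limit was not always enough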; note: some compounds called inactive have numbers as strong as hits
Target sequence (Q99500 whole entry, looked up): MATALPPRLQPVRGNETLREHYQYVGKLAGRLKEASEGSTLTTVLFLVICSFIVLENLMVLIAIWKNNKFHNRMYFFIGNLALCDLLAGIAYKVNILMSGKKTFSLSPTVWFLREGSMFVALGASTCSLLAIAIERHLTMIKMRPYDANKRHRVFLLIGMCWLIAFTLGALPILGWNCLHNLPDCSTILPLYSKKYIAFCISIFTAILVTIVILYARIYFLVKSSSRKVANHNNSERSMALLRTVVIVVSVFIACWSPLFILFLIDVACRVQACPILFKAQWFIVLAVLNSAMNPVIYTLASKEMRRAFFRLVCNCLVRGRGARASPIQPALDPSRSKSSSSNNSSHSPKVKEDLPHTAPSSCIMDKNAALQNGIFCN
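Measure – % activation relative to 1 µM S1P (100%), per plate · System – stable CHO line with human S1P3, Gα16, NFAT-BLA reporter · Timing – cells plated overnight, compound 4 h 37 °C, substrate 2 h RT · Technique – fluorescent BLA substrate, ex 405 nm, em 460/535 nm ratio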
Jurkat viability: reduces viability or proliferation of Jurkat cells; inhibition, % at 4 µM; AID 463; actives 1.2% (n = 56,000); Jurkat E6.1 viability, ATP luminescence, 48 h;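 active = inhibition above the mean inhibition of all tested compounds plus 3 SD, cut at about 28% in these data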
5HT1E ag: agonists of human 5-HT1E serotonin receptor | P28566 | CHO 5-HT1E Ga15 NFAT-bla reporter, FRET; 0% DMSO wells, 100% control agonist wells | activation, % at 6 µM | actives 0.69% (n = 65,000) | AID 574;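 active = activation above a set limit, the screen-wide mean activation plus 3 SD, cut at about 8.5% in these data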;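 note: 100% = positive control agonist at 1 µM giving full maximal response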
5HT1a antag: blocks the human serotonin 5-HT1a receptor. P08908. CHO 5-HT1a Ga15 NFAT-bla reporter, antagonist mode. inhibition, % at 10 µM. actives 0.68% (n = 62,000);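 active = inhibition above the mean of all tested compounds plus 3 SD, cut at about 43% in these data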;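 note: receptor stimulated by 5-CT agonist at 100 nM near EC80; beta-lactamase reporter measured by ratiometric fluorescence of a cleavable substrate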
HEK293 NFkB inh: lowers PMA/ionomycin-induced NF-kB signal in HEK293 cells. HEK-293 NF-kB luciferase reporter, luminescence. inhibition, % at 3 µM. actives 0.21% (n = 62,000). AID 465;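 active = inhibition above the mean of all tested compounds plus 3 SD, cut at about 40% in these data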;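 note: 0% = stimulated DMSO wells and 100% = 10 µM reference inhibitor 5653914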
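System – HEK-293 cells with stable firefly luciferase reporter driven by four HIV NF-kB elements · Doses – one dose, 3 µM · Schedule – 1 h compound pre-incubation, 16 h PMA/ionomycin at 37 °C · Technique – luminescence from luciferase substrate reagent · Measure – percent inhibition normalized per plate to DMSO and reference-inhibitor controls · Replicates – tested once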
The depositor's hits bear a star; . = not tested or not shown.

smiles	5HT1E ag	HTR1A agonist	S1P1 ag pot	HEK293 NFkB inh	Jurkat viability	D1 mod	5HT1a antag	HTR1E antagonist	S1P3 agonist
COc1ccc(C)cc1NCc1cccc(OC)c1OC	0.0	-1.1	-16	16	7	-0.056	-9	5	0.0
CCOC(=O)C1CCN(C(=O)CCCCn2c(=O)[nH]c3ccccc3c2=O)CC1	-1.0	-0.2	-2	-3	-3	0.25	-11	0	0.6
CCC1Oc2nc(SC)nnc2-c2ccccc2N1C(=O)c1ccccc1 (stereo not drawn)	-0.9	1.5	13	-9	-4	.	9	-10	0.9
COc1ccccc1Nc1ncc(C(=O)N2CCC(C(N)=O)CC2)c2ccccc12	0.7	2.4	.	6	.	-0.3	-6	2	.
COC(=O)COc1ccc(NC(=O)C2CCCO2)cc1 (stereo not drawn)	1.0	2.3	-21	11	4	-0.007	-4	4	-0.4
Cc1ccc2occ(C(=O)c3ccco3)c(=O)c2c1	-0.3	-3.3	-12	4	-2	0.088	6	4	-0.7
CC(=O)Nc1c(C(=O)N2CCOCC2)sc2nc3c(cc12)COC(C)(C)C3	0.2	1.6	-15	10	-4	-0.24	-3	-6	-1.3
CCc1ccc(NC(=O)Nc2cccs2)cc1	-1.2	-3.7	36	-34	1	-0.25	8	-4	-0.4
CC(C)NC(=O)CSc1nc2ccccc2c(=O)n1CCCOC(C)C	0.1	-1.3	5	25	-3	-0.0087	1	0	-0.4
N#C/C(=C(/O)CN1CCOCC1)c1nc2ccccc2s1	0.1	4.8	-6	12	-4	-0.081	-6	-6	-0.9
CCOC(=O)Cc1nnc2c(Nc3ccc(Cl)cc3)nc3nonc3n12	0.1	-0.6	45	13	7	-0.36	9	2	0.0
CCOc1ccccc1-c1nc(-c2ccc(NC(=O)c3ccc(Br)o3)cc2)no1	2.4	3.6	51	6	3	.	0	1	-0.7
CN(C1CCCCC1)S(=O)(=O)c1ccc2c(c1)c(=O)c(C(=O)NCCN1CCCC1)cn2C	-0.1	-0.1	2	10	4	-0.25	0	15	-0.2
CSc1cccc(NC(=O)CSc2nc3ccccc3o2)c1	-0.8	-1.4	-19	6	-2	0.1	14	5	-0.8
CCn1cc(C(=O)NC2CC3CCC2C3)c(=O)c2ccc(C)nc21 (stereo not drawn)	-0.3	-3.2	-12	12	-5	0.75	-6	-6	-0.7
C=C(C)C(C)(C#CCN1CCCC1)OC(C)=O (stereo not drawn)	0.6	-0.8	-4	4	-4	-0.67	1	0	-1.1
O=C(CSc1nnc(-c2ccco2)n1-c1ccccc1)N1CCc2ccccc21	0.1	-0.4	.	7	4	2.6	6	-11	-0.8
CCOC(=O)CSC1=C(C#N)C(c2ccc(Cl)cc2)C(C(=O)OC)C(=O)N1 (stereo not drawn)	0.1	-0.5	5	19	3	1.2	3	5	-0.7
CCOC(=O)N1CCN(S(=O)(=O)c2ccc(C)c(C)c2)CC1	-1.1	-0.3	1	1	0	-0.18	-2	0	-0.6
Cc1n[nH]c(C)c1S(=O)(=O)Nc1ccc2c(c1)OCCO2	-1.4	-0.6	-10	18	2	-4.2*	0	-3	-0.7
c1ccc(-c2nc(NCc3ccco3)c3ccccc3n2)nc1	0.7	4.9	-6	10	16	-0.15	15	10	-1.1
Cc1ccccc1-n1c(SCC(=O)N2CCN(c3ccccc3)CC2)nnc1-c1ccncc1	0.5	-2.2	-26	15	-7	-0.36	-3	-4	-0.1
COC(=O)CC1SC(=O)NC1=O (stereo not drawn)	0.9	0.6	2	.	.	-0.66	.	-7	-1.7
CCCCn1c(O)c(C(CC)=Nc2ccc3c(c2)CCC3)c(=O)[nH]c1=O	-1.4	6.5	-8	17	1	0.32	4	1	-0.6
Cc1cc(N2CCOCC2)n2nc(C)c(-c3ccccc3)c2n1	0.1	1.4	-20	0	1	1.3	-18	2	0.9
CS(=O)(=O)N(CC(=O)N1CCN(c2cccc(Cl)c2)CC1)c1cccc(F)c1	0.0	-6.4	12	12	5	-0.43	-7	-1	0.0
O=C(c1cc2nc(-c3ccco3)cc(C(F)(F)F)n2n1)N1CCN(c2ccccc2)CC1	5.4	3.0	4	13	-3	0.62	-19	-9	-1.5
CC(C)=C1C2CCC1C(C(=O)NCc1ccccc1)C2C(=O)O (stereo not drawn)	-0.2	-1.4	-8	14	1	-0.75	6	0	-0.9
FC(F)(F)c1nnc2sc(-c3ccncc3)nn12	0.1	0.7	-18	4	-1	0.23	5	1	-0.4
Cc1ccnc(N2C(=O)c3ccccc3C2Nc2ccccc2Cl)c1 (stereo not drawn)	0.2	-0.1	-42	-8	0	-0.73	12	9	-0.3
O=C(CCc1nc(-c2ccccc2F)no1)NCc1ccco1	-0.6	0.2	16	12	-7	-0.58	0	-7	-0.8
O=C(O)C1CCCN1S(=O)(=O)c1ccc2[nH]c(=O)c(=O)[nH]c2c1 (stereo not drawn)	-0.9	-2.5	.	4	4	0.23	-8	8	0.1
COC(=O)C1(C)NC(c2ccco2)C2C(=O)N(c3ccc(C)cc3)C(=O)C21 (stereo not drawn)	-0.8	-3.8	26	-1	3	-0.63	3	14	-0.2
CCCCCN(C(=O)NC(=O)Nc1nncs1)S(C)(=O)=O	0.7	-3.5	12	6	-3	0.22	-11	3	-1.2
NC(=O)C1CCN(C(=O)c2cc3ccccn3n2)CC1	1.4	-4.4	-9	12	-5	0.11	-1	-9	-0.1
Cc1cc(=O)[nH]c2n[nH]c(-c3ccccc3)c12	-0.1	-1.9	-4	15	6	-1.5	16	0	-1.4
Cc1cc(N(C)C)c(C#N)c(=O)[nH]1	0.2	-1.1	-3	-10	-10	-0.59	-8	3	0.9
Cc1nc2c(C(=O)N3CCCCC3)cnn2c(C)c1Cc1ccccc1F	0.3	-1.0	.	-12	.	0.8	2	0	.
CSc1nc(N2CCN(CCO)CC2)c2sc3nc(-c4ccco4)c4c(c3c2n1)CCC4	0.3	1.3	.	22	.	.	-7	-2	.
COc1cccc(C(=O)N2CCN(S(=O)(=O)Cc3ccccc3)CC2)c1	-0.3	-2.1	3	8	3	-0.39	2	-5	-0.9

In the list so far, these have an aryl methoxy group:
smiles	5HT1E ag	HTR1A agonist	S1P1 ag pot	HEK293 NFkB inh	Jurkat viability	D1 mod	5HT1a antag	HTR1E antagonist	S1P3 agonist
COc1ccc(C)cc1NCc1cccc(OC)c1OC	0.0	-1.1	-16	16	7	-0.056	-9	5	0.0
COc1ccccc1Nc1ncc(C(=O)N2CCC(C(N)=O)CC2)c2ccccc12	0.7	2.4	.	6	.	-0.3	-6	2	.
COc1cccc(C(=O)N2CCN(S(=O)(=O)Cc3ccccc3)CC2)c1	-0.3	-2.1	3	8	3	-0.39	2	-5	-0.9

Complete entries, looked up by structure. Order of screens: 5HT1E ag, HTR1A agonist, S1P1 ag pot, HEK293 NFkB inh, Jurkat viability, D1 mod, 5HT1a antag, HTR1E antagonist, S1P3 agonist
`COC(=O)COc1ccc(NC(=O)C2CCCO2)cc1` (stereo not drawn) across the screens: 1.0, 2.3, -21, 11, 4, -0.007, -4, 4, -0.4
`CSc1cccc(NC(=O)CSc2nc3ccccc3o2)c1` across the screens: -0.8, -1.4, -19, 6, -2, 0.1, 14, 5, -0.8
`COc1ccccc1Nc1ncc(C(=O)N2CCC(C(N)=O)CC2)c2ccccc12` across the screens: 0.7, 2.4, ., 6, ., -0.3, -6, 2, .
`COC(=O)C1(C)NC(c2ccco2)C2C(=O)N(c3ccc(C)cc3)C(=O)C21` (stereo not drawn) across the screens: -0.8, -3.8, 26, -1, 3, -0.63, 3, 14, -0.2

The results go on:
smiles	5HT1E ag	HTR1A agonist	S1P1 ag pot	HEK293 NFkB inh	Jurkat viability	D1 mod	5HT1a antag	HTR1E antagonist	S1P3 agonist
Cc1ccc2c(c1)c1c(n2CC(O)Cn2nc(C)c(Br)c2C)C(=O)CCC1 (stereo not drawn)	0.1	-3.9	-30	14	-4	0.46	-3	-16	-1.0
CCc1cc2c(=O)c(-c3nc4ccccc4n3C)c(COCC(=O)O)oc2cc1O	-0.8	-4.7	-24	14	1	-0.67	-8	-3	-1.6
Cc1nn(C)c(C)c1S(=O)(=O)N1CCC(C(=O)NC2CCCCCC2)CC1	0.1	-2.6	-5	22	6	0.19	4	1	-0.8
Cn1cccc1Cc1nnc(SCC(=O)NC2CCCC2)n1-c1ccc(F)cc1	0.6	-2.2	-18	15	-4	0.75	3	-2	-0.5
Cc1ccc(OC(=O)CCC(=O)Nc2ccc(S(=O)(=O)Nc3cc(C)on3)cc2)cc1	1.3	1.0	-26	17	3	.	-10	-8	-0.6
CCOC(=O)c1sc2nc(NC(=O)C3CC3)sc2c1C	-0.1	0.8	-13	-18	-1	0.76	-13	2	0.7
Cc1nn(-c2nnc(C)c(=O)[nH]2)c(C)c1SCC(=O)Nc1ccc(F)cc1	-0.3	-1.1	-25	-18	2	-0.63	-1	0	-0.6
O=C(CN(Cc1ccc2c(c1)OCO2)C(=O)CNS(=O)(=O)c1ccccc1)NCC1CCCO1 (stereo not drawn)	-1.0	3.0	-22	4	-3	-0.62	-10	1	-1.1
CCOC(=O)CCC(=O)NCc1ccc2[nH]c(C)cc2c1	-0.1	-2.1	10	4	1	.	-19	4	-0.3
CC(=O)Oc1cccc(N2C(=O)CC(Nc3ccc(N4CCOCC4)cc3)C2=O)c1 (stereo not drawn)	0.1	-3.0	-5	3	-6	-0.47	-1	-5	0.8
CCOc1ccc(NC(=O)CCC(=O)OC)cc1	-1.6	0.3	-24	12	-5	-0.26	6	-6	-1.7
COc1ccccc1N(CC(=O)NCCSc1ccccc1)S(C)(=O)=O	0.6	-0.8	-6	10	-6	-0.067	11	-7	-1.8
O=C(O)C1CCN(C(=O)c2scc3c2OCCO3)CC1	0.8	-3.3	-7	1	-4	0.71	2	-7	-0.6
COC(=O)c1ccc(COC(=O)C23CC4CC(CC(O)(C4)C2)C3)o1	0.2	-2.8	-71	11	-2	0.46	7	1	-0.8
COc1nc(-c2ccc(C)cc2)ccc1-c1noc(-c2ccco2)n1	-0.1	0.9	4	-2	-6	0.98	2	-4	-1.6
CCN1CCN(C(=O)CS(=O)Cc2nc(-c3ccc(OC)cc3)oc2C)CC1 (stereo not drawn)	0.3	-2.7	2	4	-16	-0.47	-10	-4	-0.6
Cc1ccc(NS(=O)(=O)c2cc(C(=O)O)ccc2Cl)c(C)c1	-1.2	-3.9	2	2	10	0.13	4	13	-0.4
CCOC(=O)c1c(C2CC2)csc1NC(=O)CSCc1c(C)noc1C	0.4	1.1	-4	3	-6	-3.6*	4	7	0.8
COC(=O)c1cc2nc(-c3ccc(OC)cc3)cc(C(F)(F)F)n2n1	0.0	1.3	-7	15	-6	1.6	-14	-2	1.2

Screens deposited in PubChem BioAssay by several laboratories.

Hits appear at their usual frequency; any-hit rate near 8.3%.
